GAA glycogen: qHTS Assay for Inhibitors and Activators of Human alpha-Glucosidase Cleavage of Glycogen; recombinant GAA, glycogen substrate, Amplex Red glucose oxidase fluorescence; Potency, µM (doses to about 76.4 µM), inactives show at the highest dose activity change, negative = inhibition, usual class: inhibitors; hit rate 0.38% among 300,000; active means well fitted inhibition curve with a large enough effect; inconclusive means small, poorly fitted or top-dose-only effect, or another doubt; inactive means no such curve, though single readings can be large or run the other way;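 further: 0% = full enzyme reaction and -100% = no-enzyme basal signal; the screen sought inhibitors and activators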
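qHTS, 1536-well; enzyme 4 nM final; cpd up to 77 uM; substrate bovine liver glycogen 30 ug; 50 mM citrate/phosphate pH 5.0, 0.01% Tween-20; 37 C, 40 min; Amplex Red detection 45 min RT; Hill fit → AC50.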
Numbers without * were called inactive; ? = inconclusive; [ ] = dose if it differs, or a comment. Potency means the concentration at half of the fitted maximal effect.

CCn1c(=O)c(C(=O)NNC(=O)c2ccccc2F)c(O)c2ccccc21
  GAA glycogen = -5%

COc1ccc(CCOC(=O)c2cccc(NC(C)=O)c2)cc1
  GAA glycogen = -11%[76.3 µM]

COc1ccc(NC2CCCN(C(=O)c3ccc(C)nc3)C2)cc1 (stereo not drawn)
  GAA glycogen = 4%[76.3 µM]

COc1ccc(CN(C)C(=O)c2ccc3ccccc3n2)cc1F
  GAA glycogen = -7%

COc1ccc(NS(=O)(=O)c2ccc(N3CCCC3)c(N)c2)cc1
  GAA glycogen = -11%

Cc1cccnc1NC(=O)CCNC(=O)c1ccc(Cl)cc1
  GAA glycogen = 0%[76.3 µM]

CC(=O)c1cccc(NC(=O)c2ccc(NC(=O)CCS(=O)(=O)c3cccs3)cc2)c1
  GAA glycogen = -1%[76.3 µM]

Cc1ccc(NS(=O)(=O)c2ccc3c(c2)NC(=O)CO3)cc1
  GAA glycogen = -3%[76.3 µM]

CN(C(=O)CCc1nnc(-c2ccc(-c3ccccc3)cc2)o1)C1CCOCC1
  GAA glycogen = -6%[76.3 µM]

O=C(O)CSc1nnc(-c2ccc(Cl)cc2Cl)n1-c1ccc(Br)cc1
  GAA glycogen = -13%[76.3 µM]

O=C(NCCC(=O)N1CCc2ccccc21)c1ccccc1Cl
  GAA glycogen = -1%[76.3 µM]

CCOc1ccccc1N1CCN(CC(=O)Nc2ncc(C)s2)CC1
  GAA glycogen = 3%[76.3 µM]

CCOC(=O)CC1COc2ccccc2N1C(=O)c1cccc([N+](=O)[O-])c1 (stereo not drawn)
  GAA glycogen = 3%

Oc1ccc(N2Cc3ccccc3C2)cc1
  GAA glycogen = ?

CCN(CC)C(=O)C1c2ccccc2Oc2ccccc21
  GAA glycogen = -3%[76.3 µM]

Cc1ccc(/C=N/NC(=O)c2nnn(-c3nonc3N)c2CNc2ccccc2)cc1
  GAA glycogen = -18%[76.3 µM]

COc1ccc(CC(=O)NC2CC2)cc1OC
  GAA glycogen = 3%

COc1cc2c(cc1OC)C(c1ccccc1)N(C(=O)c1ccccc1)CC2 (stereo not drawn)
  GAA glycogen = -13%[76.3 µM]

COc1cccc(N2CCN(c3ccc4nnc(CCC(=O)Nc5ncccc5C)n4n3)CC2)c1
  GAA glycogen = 4%[76.3 µM]

CCCCCn1c(=S)[nH]c2cc(C(=O)N3CCN(C(=O)OCC)CC3)ccc2c1=O
  GAA glycogen = 1%

S=C(NCC1(c2ccccc2)CCCC1)Nc1ccccc1
  GAA glycogen = 2%

O=C(Cc1cccs1)Nc1ccccc1
  GAA glycogen = -11%[76.3 µM]

CCOP(=O)(OCC)c1nc(-c2ccccc2)oc1N1CCCCC1
  GAA glycogen = 4%

COc1ccc(-c2cc(Cl)cc3c(=O)c4ccccc4n(C)c23)cc1F
  GAA glycogen = 5%[76.3 µM]

Cc1ccc(-c2ccc(SCC(=O)NC3CCCCC3)nn2)cc1
  GAA glycogen = -12%[76.3 µM]

Oc1[nH]c2ccccc2c1N=Nc1c(F)c(F)c(Cl)c(F)c1F
  GAA glycogen = 3%

Cc1ccc(NC(=O)NNC(=O)c2ccc3c(c2)NC(=O)C(C)(C)O3)cc1
  GAA glycogen = -5%

CCc1ccc(NC(=O)NCCN2CCN(c3ccc(OC)cc3)CC2)cc1
  GAA glycogen = -7%

CCN(CC(=O)Nc1ccc(NC(C)=O)cc1)C(=O)CCN1C(=O)c2cccc([N+](=O)[O-])c2C1=O
  GAA glycogen = 1%[76.3 µM]

CC(C)N=C(NS(=O)(=O)c1cccs1)c1ccccc1
  GAA glycogen = 1%[76.3 µM]

Structural class, the entries above containing two or more sulfur atoms.
CC(=O)c1cccc(NC(=O)c2ccc(NC(=O)CCS(=O)(=O)c3cccs3)cc2)c1
  GAA glycogen = -1%[76.3 µM]

CC(C)N=C(NS(=O)(=O)c1cccs1)c1ccccc1
  GAA glycogen = 1%[76.3 µM]

(cont.)
O=C(NC(=S)Nc1ccc2[nH]c(=O)[nH]c2c1)c1ccccc1F
  GAA glycogen = 3%[76.3 µM]

O=C(CCN1CCOCC1)NNC(=O)Nc1cccc([N+](=O)[O-])c1
  GAA glycogen = 4%[76.3 µM]

CCNS(=O)(=O)c1ccc(CCC(=O)N2CCN(c3ccccc3F)CC2)cc1
  GAA glycogen = -2%[76.3 µM]

CN(C)CC(CCC(CN(C)C)C(O)(c1ccccc1)c1ccccc1)C(O)(c1ccccc1)c1ccccc1 (stereo not drawn)
  GAA glycogen = -5%

Cc1cccc(C)c1OCc1cc(C(=O)NC2CCC(O)CC2)no1 (stereo not drawn)
  GAA glycogen = -7%[76.3 µM]

O=C1CSC(=S)N1c1ccc(F)c(Cl)c1
  GAA glycogen = ?

C/C(=N\NC(=O)c1cccs1)c1ccc(C(=O)O)s1
  GAA glycogen = 1%[76.3 µM]

COCCn1c(C)c(C)c(S(=O)(=O)c2ccccc2)c1N
  GAA glycogen = 0%

CC(=O)N1c2ccc(S(=O)(=O)NCCC(=O)NCCc3ccc(C)cc3)cc2CC1C (stereo not drawn)
  GAA glycogen = -2%[76.3 µM]

Cc1ccc(NC(=O)c2ccc3c(=O)n4c(nc3c2)CCCCC4)cc1F
  GAA glycogen = 1%

COc1cccc(CNS(=O)(=O)c2ccc3c(c2)N(C(C)=O)CCO3)c1
  GAA glycogen = 1%[76.3 µM]

Cc1ccc(NC(=O)c2ccc(S(=O)(=O)NCc3ccco3)cc2)cc1
  GAA glycogen = -3%

COc1ccc(OC)c(NC(=S)N2CCN(C(=O)C3CCCO3)CC2)c1 (stereo not drawn)
  GAA glycogen = -1%[76.3 µM]

c1ccc2c(c1)NCC1CCCN21 (stereo not drawn)
  GAA glycogen = ?

CCOc1ccc(S(=O)(=O)N2CCCC(C(=O)N3CCOCC3)C2)cc1 (stereo not drawn)
  GAA glycogen = 0%[76.3 µM]

COc1cc(C(C)=O)ccc1Oc1cc(NN2CCCCC2)c([N+](=O)[O-])cc1[N+](=O)[O-]
  GAA glycogen = -8%[76.3 µM]

CCc1ccc(S(=O)(=O)Nc2ccccn2)cc1
  GAA glycogen = 17%[76.3 µM]

Cc1ccc(C(C)C)c(OCC(=O)NN2C(=O)c3ccccc3C2=O)c1
  GAA glycogen = -10%[76.3 µM]

COc1ccc(OC)c(S(=O)(=O)N2CCN(CC(O)COc3ccccc3)CC2)c1 (stereo not drawn)
  GAA glycogen = 2%[76.3 µM]

COc1cc(C)c(COc2ncnc3ccccc23)cc1OC
  GAA glycogen = -2%

O=C(CCCN1C(=O)c2cccnc2C1=O)Nc1ccc(F)cc1Cl
  GAA glycogen = -1%

CCCN1C(=O)c2ccc(C(=O)Nc3ccccc3C(=O)O)cc2C1=O
  GAA glycogen = 0%

COCCN(C(=O)COC(=O)c1ccccc1Oc1ccccc1)c1c(N)n(Cc2ccccc2)c(=O)[nH]c1=O
  GAA glycogen = 2%[76.3 µM]

CCN(CC)CCN(C(=O)CCS(=O)(=O)c1ccccc1)c1nc2cc(C)cc(C)c2s1
  GAA glycogen = -2%[76.3 µM]

Cn1c(=O)c2c(SCC(=O)N3CCOCC3)nc(-c3ccccc3Cl)nc2n(C)c1=O
  GAA glycogen = -2%[76.3 µM]

O=C(Nc1ccc(NC(=S)NC(=O)c2ccco2)cc1)c1ccccc1
  GAA glycogen = -3%[76.3 µM]

COc1cccc(-c2c(C(=O)N/N=C/c3ccc(C)o3)nnn2-c2nonc2N)c1
  GAA glycogen = -4%[76.3 µM]

O=C(N/N=C/c1ccccc1C(=O)O)c1ccncc1
  GAA glycogen = 14%[76.3 µM]

O=C(O)c1ccc(NC(=S)NCc2ccccc2)cc1
  GAA glycogen = 10%[76.3 µM]

COc1ccc2c(c1)c(-c1csc(N)n1)c(C)n2C
  GAA glycogen = ?

CCOc1cccc(CN2CCCC(N3CCN(c4cccc(Cl)c4)CC3)C2)c1O (stereo not drawn)
  GAA glycogen = -23%[76.3 µM]

Cc1cc(NC(=O)CCN2CCN(C/C=C/c3ccccc3)CC2)ccc1Br
  GAA glycogen = -14%[76.3 µM]

O=C(Cn1ncc2c3ccccc3n(Cc3ccccc3)c2c1=O)NC1CCCC1
  GAA glycogen = 4%[76.3 µM]

CCC(=O)Nc1ccc(NC(=O)c2cccc3ccccc23)cc1
  GAA glycogen = 2%[76.3 µM]

COc1ccc(CN2CCN(Cc3ccc(Br)cc3)CC2)c(OC)c1OC
  GAA glycogen = 8%

Cc1ccc(S(=O)(=O)N2CCN(C(=O)CCn3cncn3)CC2)cc1C
  GAA glycogen = 3%

CN(C)S(=O)(=O)c1ccc(Cl)c(C(=O)NC2CCN(Cc3ccccc3)C2)c1 (stereo not drawn)
  GAA glycogen = 11%[76.3 µM]

COC(=O)Cn1cnc2c(nnn2-c2ccc(F)cc2)c1=O
  GAA glycogen = 15%[76.3 µM]

CN(CC(=O)NCc1ccc(Cl)cc1)S(=O)(=O)c1cccs1
  GAA glycogen = 1%

O=C(c1cccc(F)c1)N1CCCc2ccccc21
  GAA glycogen = -8%[3.05 µM]

O=C(NNS(=O)(=O)c1ccc(F)cc1)c1ccc([N+](=O)[O-])cc1
  GAA glycogen = ?

Cc1nn(CC(=O)NCC(C)c2ccccc2)c(=O)c2cccn12 (stereo not drawn)
  GAA glycogen = 1%[76.3 µM]

O=C(Nc1ccc2nc3n(c(=O)c2c1)CCCCC3)C(=O)N1CCN(c2ccccc2)CC1
  GAA glycogen = 2%[76.3 µM]

CCOc1ccc(-c2nc(N)ncc2-c2ccc(Cl)cc2)c(O)c1
  GAA glycogen = 4%

CCn1c(SCC(=O)NNC(=O)c2ccc(OC)cc2)nnc1C(C)C
  GAA glycogen = -4%

COc1ccccc1OCC(=O)Nc1ccc(S(=O)(=O)N(C)c2ccccc2)cc1
  GAA glycogen = 2%[76.3 µM]

CCC(C)(C)NC(=O)CN(C(=O)CNS(=O)(=O)c1ccc(F)cc1)c1ccc2c(c1)OCCO2
  GAA glycogen = -2%[76.3 µM]

O=C(NNC(=O)c1cc([N+](=O)[O-])ccc1Cl)c1cccnc1
  GAA glycogen = -4%[76.3 µM]

Cc1cccc(NCc2ccc([N+](=O)[O-])s2)c1
  GAA glycogen = 4%[76.3 µM]

COC(=O)c1ccc(OCC(=O)NC2CCCCCC2)cc1
  GAA glycogen = 1%[76.3 µM]

COc1ccccc1N1CCN(CC(O)c2c(C)[nH]c3ccccc23)CC1 (stereo not drawn)
  GAA glycogen = -11%

Cc1cc(=O)oc2cc(NC(=O)c3ccc(OC(F)F)cc3)ccc12
  GAA glycogen = 2%

CCN(CC(=O)NCc1ccc(Cl)cc1)C(=O)c1cc2ccccc2o1
  GAA glycogen = 4%[76.3 µM]

CC1CCN(C(=O)c2ccc3ccccc3c2)CC1
  GAA glycogen = 4%[76.3 µM]

Cc1c(OC(C)C(=O)NCc2ccccn2)ccc2c3c(c(=O)oc12)CCCC3 (stereo not drawn)
  GAA glycogen = -3%[76.3 µM]

CC(C)(C)c1ccc(C(=O)N2CCC(C(=O)NC3CC3)CC2)cc1
  GAA glycogen = -10%

CC[n+]1c(/C=C/c2cc([N+](=O)[O-])ccc2O)ccc2ccccc21
  GAA glycogen = 1%[76.3 µM]

Cc1ccc2c(c1)C(c1ccccc1)N(C(=O)c1cccc([N+](=O)[O-])c1)CC(=O)N2 (stereo not drawn)
  GAA glycogen = 0%

C/C(N)=C(/C#N)C(=O)CSc1nc(-c2ccccc2)c(-c2ccccc2)o1
  GAA glycogen = 1%

CS(=O)(=O)Nc1cccc(-c2cnc3ccccc3n2)c1
  GAA glycogen = -2%

COc1ccc2cc(C(=O)N3CCN(C)CC3)[nH]c2c1
  GAA glycogen = -3%

Cc1c(O)ccc2c(CN3CCOCC3)cc(=O)oc12
  GAA glycogen = -3%[76.3 µM]

CCCOc1ccccc1/C=C(\C#N)C(=O)Nc1cccc(C)n1
  GAA glycogen = 4%

CSCC[C@H](NS(=O)(=O)c1ccc(C)cc1)C(=O)N1CCC(C(=O)N[C@@H](Cc2ccc(O)cc2)C(=O)O)CC1
  GAA glycogen = -6%[76.3 µM]

Cn1nc(-c2ccccc2)cc1NC(=O)c1ccccc1
  GAA glycogen = -6%

COCCNC(=O)c1csc(Nc2cccc3ccccc23)n1
  GAA glycogen = 0%[76.3 µM]

CC1Cc2cc(/C(O)=C3/C(=O)C(=O)N(CCN4CCOCC4)C3c3ccc([N+](=O)[O-])cc3)ccc2O1 (stereo not drawn)
  GAA glycogen = -3%[76.3 µM]

Cc1cccc(NC(=O)CCS(=O)(=O)c2ccc3c(c2)NC(=O)CS3)n1
  GAA glycogen = -8%[76.3 µM]

COc1ccc(C2Nc3ccccc3NC3=C2C(=O)CC(C)(C)C3)c(OC)c1OC (stereo not drawn)
  GAA glycogen = 1%[76.3 µM]

Cc1cc(C)cc(N2C(N)=NC(N)=NC2c2ccccc2F)c1 (stereo not drawn)
  GAA glycogen = -12%

Cc1cc(NS(=O)(=O)c2cc(Cl)sc2Cl)no1
  GAA glycogen = 0%

O=C1CC(=O)NC(SCC(=O)Nc2ccccc2[N+](=O)[O-])=N1
  GAA glycogen = -8%[76.3 µM]

O=C(CSCc1ccc(Cl)cc1)Nc1ccc(Br)cc1C(=O)O
  GAA glycogen = -7%

O=C(CCc1nnc2n(Cc3ccc(F)cc3)c(=O)c3ccccc3n12)N1CCN(c2ccccn2)CC1
  GAA glycogen = 1%[76.3 µM]

CC1(c2ccccc2)NC(=O)N(CC(=O)Nc2ccc(Cl)c(S(=O)(=O)N3CCCCC3)c2)C1=O (stereo not drawn)
  GAA glycogen = -6%[76.3 µM]

COc1ccccc1Cn1c(=S)[nH]c2cc(C(=O)NCC(OC)OC)ccc2c1=O
  GAA glycogen = -3%

COc1ccc(OC)c(CNC(=O)c2ccc(C)c(NC(=O)C3=C(C)OCCS3)c2)c1
  GAA glycogen = -2%[76.3 µM]

COc1ccc(S(=O)(=O)N2CCC(C(=O)NCCN3CCOCC3)CC2)cc1OC
  GAA glycogen = -2%[76.3 µM]

CN(CCO)c1ccc(/C=N/Nc2nncc3ccccc23)cc1
  GAA glycogen = 1%

COc1ccc(CNc2nnnn2C)c(OC)c1
  GAA glycogen = 6%[76.3 µM]

High-throughput results: PubChem BioAssay, National Center for Advancing Translational Sciences (NCATS)

A portion of the library. The share of hits here may be higher or lower than overall.
